Screening data: PubChem BioAssay, National Center for Advancing Translational Sciences (NCATS)
FEN1 inhibitor – blocks human flap endonuclease 1 | P39748 | AID 588795 | Recombinant FEN1 flap cleavage, fluorescence, 15 min | Potency, µM (highest dose often 114 µM), without a hit: top-dose activity change, negative = inhibition, most hits filed as inhibitors | hit rate 0.35% among 390,000; note: nearly all actives have a fitted effect of over 65% in size
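Nuclease activity of 10 nM FEN1 was measured after 15 min of room-temperature exposure to titrated compounds, by adding 50 nM flap substrate and reading plates at 0 and 15 min.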
N370S GC – inhibits or activates N370S mutant glucocerebrosidase. P04062. N370S GC spleen homogenate, 4MU-glucoside fluorescence. Potency, µM (titrated, usually from 59.4 µM), inactives show at the highest dose activity change, negative = inhibition, hits mostly inhibitors. hit rate 0.092% among 330,000. AID 2101;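 note: 0% = full enzyme activity and -100% = no enzyme basal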
KAT2A inh – GCN5L2 (KAT2A) acetyltransferase inhibition. Potency, µM (top dose mostly 58.9 µM), without a hit: at the top dose activity change, negative = inhibition, usual class: inhibitors. hit rate 0.21% among 390,000. GCN5L2 HAT assay, ThioGlo1 CoA-SH fluorescence. Q92830
Target sequence (Q92830 whole entry, looked up): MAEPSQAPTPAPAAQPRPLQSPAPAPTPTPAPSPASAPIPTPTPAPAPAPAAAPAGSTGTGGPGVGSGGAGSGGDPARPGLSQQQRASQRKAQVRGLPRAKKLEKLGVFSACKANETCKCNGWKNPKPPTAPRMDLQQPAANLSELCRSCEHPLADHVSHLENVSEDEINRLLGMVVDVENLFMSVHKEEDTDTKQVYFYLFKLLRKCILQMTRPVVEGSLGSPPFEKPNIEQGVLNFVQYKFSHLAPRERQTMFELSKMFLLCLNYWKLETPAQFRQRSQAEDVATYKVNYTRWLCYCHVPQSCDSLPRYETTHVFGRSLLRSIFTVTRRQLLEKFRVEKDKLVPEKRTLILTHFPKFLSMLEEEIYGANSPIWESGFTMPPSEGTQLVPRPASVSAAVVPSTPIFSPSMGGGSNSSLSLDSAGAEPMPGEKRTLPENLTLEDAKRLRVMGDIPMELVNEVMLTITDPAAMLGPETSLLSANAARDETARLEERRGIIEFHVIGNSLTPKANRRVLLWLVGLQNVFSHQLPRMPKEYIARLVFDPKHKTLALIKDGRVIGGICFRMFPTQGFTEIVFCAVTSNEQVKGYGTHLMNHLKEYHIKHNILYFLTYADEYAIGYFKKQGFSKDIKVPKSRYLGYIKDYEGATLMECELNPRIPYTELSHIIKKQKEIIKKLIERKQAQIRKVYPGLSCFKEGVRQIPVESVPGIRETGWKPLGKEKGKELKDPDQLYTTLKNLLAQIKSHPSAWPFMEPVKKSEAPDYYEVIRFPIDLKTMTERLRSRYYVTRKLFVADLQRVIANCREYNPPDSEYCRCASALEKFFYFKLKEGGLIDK
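Compounds, pin-transferred from DMSO stocks, meet 20nM GCN5L2 for 15 min before the reaction begins with H3(1-25) peptide (75uM) and acetyl-CoA (70uM). Thiol-reactive ThioGlo1 reports CoA release over 20 min at room temperature.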
The depositor's hits bear a star; ? = inconclusive; . = not tested or not shown; & = joins results of further samples; [ ] = another dose, or the depositor's remark. Calls come from the whole dose curve; as a rule, active = well fitted curve in the direction sought with a large enough effect; inconclusive = small, poorly fitted or top-dose-only effect, or another doubt; inactive = no such curve, though single readings can be large; an effect the other way counts as inactive or inconclusive. Unless noted, % is set by controls: 0 for no effect and ±100 for the full control effect; potency is the fitted concentration of half-maximal effect. This is a random part of the collection. Share with any hit: about 0.54%.

structure,FEN1 inhibitor,N370S GC,KAT2A inh
O=C(Nc1ccc(CN2CCCCC2)cc1)c1ccc2c(c1)OCO2,-5.0%,-1.1%,0.6%
COCCCNCCOc1ccccc1-c1ccccc1,-5.5%,-4.3%,0.0%
CC(=O)c1c(C)[nH]c(C(=O)NCc2ccccn2)c1C,-3.3%,6.1%,-17.4%
O=C(Nc1cccc(Cl)c1)OC1CCCCc2cccnc21 (stereo not drawn),-8.4%,11.6%,-1.6%
CCN1C(C(=O)c2ccccc2)=C(OC(=O)c2ccccc2OC)c2ccccc2S1(=O)=O,-10.2%,.,-4.4%
CCCCNc1nc2c(-c3cccc(C)c3)nnn2c2ccccc12,1.9%,.,-2.9%
CC1CC(C)CN(C(=O)c2ccc(S(=O)(=O)N3CCCCC3)cc2)C1 (stereo not drawn),-3.6%,-10.3%,0.5%
CCn1ccnc1CN1CCC(CO)(CCOc2ccccc2)CC1,-2.8%,-3.7%,-16.1%
Cc1nc2cnc(N(C)C)nc2n(-c2ccccc2)c1=O,.,-1.6%,-17.3%
COc1ccc(S(=O)(=O)N2CCOCC2)cc1NC(=O)CSc1cc(C)ccc1C,1.7%,-4.3%,-5.3%
Cc1cccc(C(=O)N2CCc3ccccc3C2)c1[N+](=O)[O-],-2.0%,-12.0%,-3.6%
CCn1cc(CNC(=O)c2cc([N+](=O)[O-])c(C)c([N+](=O)[O-])c2)cn1,-1.5%,14.8%,2.9%
CC[C@H](C)[C@@H](NC(=O)O[C@@H]1C(=O)c2cc(OC)ccc2O[C@H]1c1ccc(OC)c(Br)c1)C(=O)OC,-14.5%,-6.9%&12.7%,-24.8%
O=C(c1ccco1)N1CCN(C(c2ccc(Cl)cc2)c2nnnn2Cc2ccccc2)CC1 (stereo not drawn),-2.7%,-10.7%,-5.6%
Cc1nnc(NC(=O)CSc2nnc(CNC(=O)C34CC5CC(CC(C5)C3)C4)n2C2CCCCC2)s1,-2.5%,21.3%,-4.1%
Cc1cccc(N2CCN(c3nnc(C(F)(F)F)s3)CC2)c1,-2.6%,-13.3%,22.6%
Cc1ccc(-c2onc(C)c2C)cc1S(=O)(=O)Nc1ccccn1,19.8%,.,-7.4%
Cc1cccc(C)c1NC(=O)CN(C)C(=O)c1cccc(S(=O)(=O)N2CCN(C)CC2)c1,11.8%,1.8%,-5.4%
Cc1ccc(C)c(NC(=O)COC(=O)COc2cccc3c2OC(C)(C)C3)c1,-8.2%,-1.6%,-1.8%
Fc1cccc(CCN2CCNC[C@H]2Cc2cccc3ccccc23)c1,29.6%,?,-3.0%
COc1cccc(N2CC(C(=O)NNC(=O)c3ccc(Cl)cc3)CC2=O)c1 (stereo not drawn),-3.9%,-2.9%,?
Nc1nnc(-c2ccccc2)s1,-3.0%,-1.4%,-18.4%
O=C(C1CCC1)N1CCc2cc(S(=O)(=O)NCCN3CCN(c4ccccc4F)CC3)ccc21,-14.7%,6.4%,-8.6%
Cc1cc(C)n(-c2nc3ccccc3nc2N2CCN(c3cccc(C(F)(F)F)c3)CC2)n1,2.1%,.,?
Cc1cc(C)nc(CCNC(=O)c2cc(COc3ccc(F)cc3F)on2)n1,4.1%,-3.4%,-5.3%
N#Cc1ccc(C[C@@H](NS(=O)(=O)c2ccc(C(=O)O)cc2)C(=O)O)cc1,.,-8.1%,1.0%
Cc1cc(C)c(S(=O)(=O)N2CCN(C(=O)C3CCCO3)CC2)c(C)c1 (stereo not drawn),22.0%,.,-14.3%
COc1ccc(NC(=O)COC(=O)c2ccc(S(=O)(=O)N3CCCC3)cc2)cc1OC,-2.1%,.,-1.2%
Brc1ccc(C2=CC(c3cccs3)n3ncnc3N2)cc1 (stereo not drawn),-22.6%,25.5%,?
O=C(CSc1ncnc2nc[nH]c12)Nc1ccccc1C(F)(F)F,-5.4%,3.6%,-7.0%
NS(=O)(=O)c1ccc(CNC(=O)CCC2CCCCC2)cc1,-4.0%,18.9%,-0.2%
Cn1c(COc2ccccc2)nnc1SCCC(=O)Nc1ccccc1,-1.2%,5.3%,-3.7%
CC(C)(C)C1CCc2c(sc(NC(=O)C3CCCO3)c2C(N)=O)C1 (stereo not drawn),-21.0%,21.2%,-4.4%
Cc1ccc2[nH]c(C)cc(=S)c2c1,12.0%,-11.7%,-7.4%
Cc1cc(CN(C)C(=O)CC2C(=O)NCCN2Cc2c(F)cccc2Cl)on1 (stereo not drawn),10.8%,-1.4%,-4.5%
CCOc1ccc(S(=O)(=O)c2c(C(=O)c3ccc(C)c(C)c3)cnc3ccccc23)cc1,-15.0%,.,-5.3%
COC(=O)c1c(NC(=O)C2CC2)sc(C(=O)Nc2ccccc2)c1C,-14.5%,2.2%,3.9%
COc1ccccc1C(O)P(=O)(OC1CCCCC1)OC1CCCCC1 (stereo not drawn),1.0%,9.5%,4.0%
C[C@H](CO)N1C[C@H](C)[C@@H](CN(C)S(=O)(=O)c2ccc(F)cc2)Oc2ccc(NC(=O)CCC(F)(F)F)cc2C1=O,-3.6%,.,-0.6%
COc1ccc(C(=O)Cn2nc(CNc3ccc(Br)cc3)[n+]3c2CCCCC3)cc1,0.5%,-15.9%,0.1%
O=C(NCc1ccco1)C1CCC(N2C(=O)C3C4CCC(C4)C3C2=O)CC1 (stereo not drawn),-4.0%,8.1%,-1.5%
C=CCNc1oc(/C=C/c2ccccc2)nc1C#N,-0.4%,?,-15.1%
O=C(/N=C1/c2ccccc2CN1c1ccccc1)Nc1ccccc1,9.5%,1.4%,-2.9%
COc1cc(NC(=O)c2ccco2)ccc1NC(=O)c1ccccc1Cl,8.4%,2.8%,2.0%
O=C(Nn1cnnc1)c1ccc(Cl)c(Cl)c1,-0.9%,0.9%,-1.5%
CCS(=O)(=O)n1nc(-c2ccccc2)nc1SCc1ccccc1,6.6%,?,-0.6%
Cc1cc(N2CCOCC2)c2c(N)cc(C)c(C)c2n1,-9.0%,10.3%,0.0%
CC(C)OC(=O)/C(=C/c1cccnc1)NC(=O)c1ccccc1,1.9%,-10.4%,-7.5%
O=C(NCc1ccco1)c1cc(-c2ccc(F)cc2)on1,-6.0%,5.9%,2.8%
CCOc1ccccc1NC(=O)Cn1cc(C(=O)c2ccc(Cl)cc2)c(=O)c2ccc(C)nc21,3.7%,.,0.0%
COCCNC(=S)N/N=C(\C)c1cccc(C(F)(F)F)c1,4.1%,7.1%,-14.3%
O=C(Nc1ccc(Br)cc1)C1C2C=CC3(O2)C1C(=O)N(CCN1CCOCC1)C3C(=O)NC1CCCCC1 (stereo not drawn),-4.8%,-0.9%,-3.6%
O=c1oc2ccccc2cc1-c1ccc(O)cc1O,-1.6%,-1.1%,-1.5%
O=C(NC1CCSc2ccccc21)c1ccc(Cl)c(S(=O)(=O)N2CCOCC2)c1 (stereo not drawn),-5.6%,-4.6%,-17.7%
CN(C)S(=O)(=O)c1cccc(COc2ccccc2C(=O)Nc2ccccc2)c1,-14.7%,28.3%,-15.7%
CCOc1ccc(Oc2cc(C)nc(SC)n2)nn1,-10.4%,5.3%,2.7%

(next part)
structure,FEN1 inhibitor,N370S GC,KAT2A inh
CCOc1ccc2nc(N(CCCN(C)C)C(=O)c3ccc4c(c3)CCCC4)sc2c1,-3.7%,?,-2.6%
Cc1ccc(NC(=O)/C(=C/c2ccc([N+](=O)[O-])cc2)NC(=O)c2ccccc2)cc1,5.1%,-15.6%,-1.7%
O=C(NCCN1CCOCC1)c1cc2ccccc2o1,5.2%,15.4%,-5.5%[0.501 µM]
CN(C)S(=O)(=O)c1cccc(NC(=O)CC23CC4CC(CC(C4)C2)C3)c1,-22.9%,-11.7%,-7.7%
CCc1ccc(CNC(=O)c2ccc(Cn3c(=O)c4cccn4c4cccnc43)cc2)cc1,-5.7%,.,-2.7%
CC(C)C1=CC2=CC[C@@H]3[C@](C)(CO)CCC[C@]3(C)C2CC1 (stereo partly drawn),.,10.3%,-17.6%
COc1cccc2cc(C(=O)C3=C(O)C(=O)N(CCN4CCOCC4)C3c3ccc(C)o3)oc12 (stereo not drawn),8.4%,-14.2%,-5.8%
O=C(CCN1CCOCC1)Nc1cc(C(=O)Nc2ccc(Cl)cc2)ccc1N1CC2CC(C1)c1cccc(=O)n1C2 (stereo not drawn),17.0%,-3.4%,-2.4%
CC(CNC(=O)CN1C(=O)NC2(CCCCC2)C1=O)c1ccccc1 (stereo not drawn),-0.9%,.,1.9%
COc1ccc(-c2ccc(OC)cc2)cc1,2.1%,2.2%,-6.6%
Cc1c(N2C(=O)CS/C2=N\N=C\c2ccccc2O)c(=O)n(-c2ccccc2)n1C,0.3%,-6.1%,-17.1%
Cc1ccc2cc(C(c3nnnn3Cc3ccccc3)N3CCc4ccccc43)c(=O)[nH]c2c1 (stereo not drawn),?,?,-7.9%
Cc1cccc(CN2CCN(C(=S)Nc3ccccc3)CC2)c1,2.2%,-4.5%,-0.4%
Cc1ccc(S(=O)(=O)N2CCCN(C(=O)OC(C)(C)C)CC2)cc1,1.5%,7.7%,2.3%
Cc1ccc(C)c(S(=O)(=O)Nc2ccc3sc(C)nc3c2)c1,-14.2%,-22.8%,-6.1%
COc1ccc2nc(NC(=O)CN3C(=O)NC4(CCCCC4)C3=O)sc2c1,0.6%,-11.0%,?
CCOc1ccc(S(=O)(=O)N2CCOCC2)c2ccccc12,14.7%,9.6%,-6.3%
CCCOC(=O)c1ccc(NC(=O)c2ccc(Br)o2)cc1,-12.3%,28.0%,-3.8%
CC(C)(CNC(=S)NCCc1ccccc1)CNC(=S)NCCc1ccccc1,-22.5%,-7.9%,-9.9%
COc1cc(C)c(CN2CCN(S(=O)(=O)c3ccc(Cl)s3)CC2)cc1OC,-24.9%,.,-12.6%

Among those listed so far, 10 have a Cl atom.
structure,FEN1 inhibitor,N370S GC,KAT2A inh
O=C(Nc1cccc(Cl)c1)OC1CCCCc2cccnc21 (stereo not drawn),-8.4%,11.6%,-1.6%
O=C(c1ccco1)N1CCN(C(c2ccc(Cl)cc2)c2nnnn2Cc2ccccc2)CC1 (stereo not drawn),-2.7%,-10.7%,-5.6%
COc1cccc(N2CC(C(=O)NNC(=O)c3ccc(Cl)cc3)CC2=O)c1 (stereo not drawn),-3.9%,-2.9%,?
Cc1cc(CN(C)C(=O)CC2C(=O)NCCN2Cc2c(F)cccc2Cl)on1 (stereo not drawn),10.8%,-1.4%,-4.5%
COc1cc(NC(=O)c2ccco2)ccc1NC(=O)c1ccccc1Cl,8.4%,2.8%,2.0%
O=C(Nn1cnnc1)c1ccc(Cl)c(Cl)c1,-0.9%,0.9%,-1.5%
CCOc1ccccc1NC(=O)Cn1cc(C(=O)c2ccc(Cl)cc2)c(=O)c2ccc(C)nc21,3.7%,.,0.0%
O=C(NC1CCSc2ccccc21)c1ccc(Cl)c(S(=O)(=O)N2CCOCC2)c1 (stereo not drawn),-5.6%,-4.6%,-17.7%
O=C(CCN1CCOCC1)Nc1cc(C(=O)Nc2ccc(Cl)cc2)ccc1N1CC2CC(C1)c1cccc(=O)n1C2 (stereo not drawn),17.0%,-3.4%,-2.4%
COc1cc(C)c(CN2CCN(S(=O)(=O)c3ccc(Cl)s3)CC2)cc1OC,-24.9%,.,-12.6%
